# Bioassay records: PubChem, several laboratories
# LMP1 NFkB inh: reduces LMP1-driven NF-kappaB luciferase signal | LMP1-induced NF-kappaB luciferase reporter cells, luminescence | 350,000 compounds, 0.69% hits | AID 504558 | inhibition, % at 12.5 µM; in the data active = inhibition above about 41%;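 also: 0% = neutral control wells and 100% = reference inhibitor control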
# KKLEB tox: CF airway cell cytotoxicity counter-screen; 360,000 compounds, 0.36% hits; KKLEB CF airway cells viability, ATPlite luminescence, overnight; stronger effect = lower value; cells stimulated with P. aeruginosa culture filtrate; activity change (cytotoxicity), % at 5 µM; AID 602141;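 active = corrected activity change at or below -50% at 5 µM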
# CF NFkB block: inhibitors of cystic fibrosis induced NF-kB | inhibition, % at 5 µM | KKLEB NF-kB-GFP reporter, PAF-induced, GFP fluorescence overnight | AID 588850 | 360,000 compounds, 0.86% hits;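 active = at least 50% inhibition at 5 µM, scaled per plate between neutral and stimulator controls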;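 also: PAF is a Pseudomonas aeruginosa culture filtrate used as stimulus; plate controls were PAF-stimulated DMSO wells for no effect and unstimulated DMSO wells for full effect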
# SRC2 inh: human SRC2 (NCOA2) inhibition; Q15596; HEK293 GAL4-SRC2 luciferase reporter, luminescence; inhibition, % at 9 µM; 370,000 compounds, 0.17% hits; AID 651957;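 active = inhibition above the mean inhibition of all tested compounds plus 3 SD, set per campaign, cut at about 52% in these data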;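 also: 0% = DMSO treated cells and 100% = cells given Gossypol at 36 µM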
# TROY NFkB inh: inhibitors of TROY-dependent NF-kB signaling; Q293 LMP1-TROYcd NF-kB luciferase reporter, 4 h; inhibition, % at 10 µM; 360,000 compounds, 0.98% hits; AID 1347056;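 active = compounds whose plate-normalised and pattern-corrected inhibition of the luciferase reporter signal at the single screening dose is 50% or more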
# SRC1 inh: inhibitors of human steroid receptor coactivator 1 (SRC1). Q15788. HEK293 GAL4-SRC1 luciferase reporter, luminescence. inhibition, % at 3.6 µM. 360,000 compounds, 0.12% hits. AID 588354;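 active = inhibition above the campaign mean plus 3 SD, with each screening campaign given its own cutoff, cut at about 60% in these data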;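 also: 0% = DMSO treated cells and 100% = gossypol at 36 µM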
# NCOA3 inh: human NCOA3 inhibition. 360,000 compounds, 0.17% hits. Q9Y6Q9. inhibition, % at 3.6 µM. HEK293 GAL4-SRC3 luciferase reporter, luminescence;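 active = inhibition above a per-campaign cutoff, the mean of all compounds plus 3 SD, cut at about 60% in these data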;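 also: 0% = DMSO-treated cells and 100% = gossypol-treated cells at 36 µM; higher means less SRC3-driven luciferase light from the GAL4 reporter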
# TRAIL sens C8: caspase-8 TRAIL sensitization. NB7+C8 cells + TRAIL, ATPlite viability luminescence. inhibition (viability loss, TRAIL sensitization), % at 10 µM. 360,000 compounds, 1% hits. AID 624354;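 active = compounds causing at least 50% loss of cell viability in the single-dose screen, relative to plate controls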
# LRH-1 inv ag: NR5A2 inverse agonism in reporter assay. O00482. HEK293T StAR-luciferase reporter, LRH-1 transfected, 24 h. inhibition, % at 3.6 µM. 360,000 compounds, 0.13% hits. AID 602396;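 active = inhibition above the mean inhibition of all tested compounds plus 3 SD, cut at about 73% in these data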;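 also: 0% = DMSO wells and 100% = reporter-only cells lacking LRH-1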
# Target sequence (O00482 whole entry, looked up): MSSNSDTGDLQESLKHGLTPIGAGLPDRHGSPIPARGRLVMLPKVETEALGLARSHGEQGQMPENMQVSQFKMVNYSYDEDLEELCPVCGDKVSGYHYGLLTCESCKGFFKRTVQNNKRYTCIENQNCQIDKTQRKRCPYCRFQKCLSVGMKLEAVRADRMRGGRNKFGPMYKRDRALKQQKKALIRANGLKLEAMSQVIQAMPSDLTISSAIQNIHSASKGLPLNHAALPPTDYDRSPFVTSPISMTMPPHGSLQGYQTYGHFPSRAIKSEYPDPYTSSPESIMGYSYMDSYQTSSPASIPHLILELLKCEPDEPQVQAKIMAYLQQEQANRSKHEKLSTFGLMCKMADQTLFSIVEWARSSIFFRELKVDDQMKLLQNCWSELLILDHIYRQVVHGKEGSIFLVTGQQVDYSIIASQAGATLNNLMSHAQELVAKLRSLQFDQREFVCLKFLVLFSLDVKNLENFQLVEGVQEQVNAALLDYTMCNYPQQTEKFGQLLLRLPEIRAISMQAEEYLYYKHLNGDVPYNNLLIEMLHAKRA
# TWEAK-Fn14 inh: TWEAK-Fn14 signaling inhibition; 360,000 compounds, 2% hits; TWEAK-stimulated Fn14 reporter cells, luciferase luminescence, 8 h; inhibition, % at 10 µM; AID 1159606; in the data active = inhibition above about 50%
# COUP-TFII inh: NR2F2 (human) inhibition, primary screen | P24468 | HEK293T NGFI-A luciferase reporter, luminescence | inhibition, % at 8.6 µM | 370,000 compounds, 0.7% hits | AID 686940;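 active = inhibition above a per-plate cutoff, mean inhibition of test wells between control levels plus 3 SD, cut at about 38% in these data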;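 also: cells cotransfected with COUP-TFII expression vector driving the NGFI-A reporter; 0% = median of COUP-TF2 test wells and 100% = reporter-only cells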
# Target sequence (P24468 whole entry, looked up): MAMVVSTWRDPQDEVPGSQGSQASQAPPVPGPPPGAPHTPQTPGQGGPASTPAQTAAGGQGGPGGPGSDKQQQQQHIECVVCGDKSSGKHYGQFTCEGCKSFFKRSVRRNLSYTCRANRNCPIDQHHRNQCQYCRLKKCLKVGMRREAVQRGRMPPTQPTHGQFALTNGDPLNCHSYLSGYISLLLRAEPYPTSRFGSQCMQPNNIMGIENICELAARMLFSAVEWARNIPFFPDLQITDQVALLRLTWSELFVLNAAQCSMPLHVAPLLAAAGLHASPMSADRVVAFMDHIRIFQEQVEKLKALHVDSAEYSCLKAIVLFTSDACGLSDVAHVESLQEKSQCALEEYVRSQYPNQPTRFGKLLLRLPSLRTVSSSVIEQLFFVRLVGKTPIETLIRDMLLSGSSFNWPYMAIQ
# Numbers without * were called inactive; x = not tested or not shown.
Structure	LMP1 NFkB inh	KKLEB tox	CF NFkB block	SRC2 inh	TROY NFkB inh	SRC1 inh	NCOA3 inh	TRAIL sens C8	LRH-1 inv ag	TWEAK-Fn14 inh	COUP-TFII inh
CCOc1cc(/C=N/NC(=O)c2ccccn2)ccc1OC(=O)c1cccs1	1	-5	6	-33	-3	-53	-47	10	-46	-24	-53
COC1OCC(O)C(OC(=O)c2ccccc2)C1OC(=O)c1ccccc1 (stereo not drawn)	-2	-14	12	-19	18	0	-23	-13	10	0	0
COc1ccc(C(=O)OCC(=O)NC(C)CCc2ccccc2)cc1OC (stereo not drawn)	-1	-11	2	-1	-13	-12	1	4	-11	1	6
CCc1ccc(OCCn2ccnc2)cc1	2	4	-15	15	5	5	0	-6	-4	10	-2
COc1ccc(CCN(Cc2cccs2)S(=O)(=O)c2ccc(-n3cnnn3)cc2)cc1OC	5	4	5	-6	20	11	16	12	17	22	23
CCCC(=O)Nc1ccc(C(=O)NNC(=O)c2cccs2)cc1	7	-4	-4	x	1	1	9	8	11	7	x
CC(=O)Nc1cccc(Oc2ncnc3scc(-c4ccccc4)c23)c1	-19	0	22	5	38	7	6	0	-5	30	9
C=CCc1c(C)[nH]c2ccc(C)cc2c1=O	-12	3	6	-56	-35	-36	-37	-5	-65	-4	-23
C/C=C(\C)C(=O)NCCN1C2=NC[C@H](Cc3ccc(O)cc3)N2C[C@H]1Cc1ccc(O)cc1	6	4	-20	-11	-14	-13	3	4	1	0	2
COC(=O)c1ccccc1NC(=O)N1CCN(c2ccc(OC)cc2)CC1	12	-3	13	10	0	4	5	-1	-16	-19	-8
O=C(COc1coc(CN2CCN(c3ccccc3)CC2)cc1=O)Nc1cccc(F)c1	5	41	-35	-41	9	-21	6	15	7	19	11
CCOC(=O)C1CCN(CCC(=O)Nc2cccc(C)c2)CC1	11	-2	-2	2	5	-2	22	-9	7	11	0
O=C(NCCCN1CCOCC1)c1ccc(CS(=O)(=O)Cc2ccccc2Cl)o1	7	-2	12	-10	-14	16	1	-9	-5	10	0
CC1(C(=O)NS(=O)(=O)c2ccc(C#N)cc2)CCN1C(=O)Cc1ccc(Cl)cc1Cl (stereo not drawn)	x	10	-21	-17	9	-3	-5	7	-8	3	-21
O=C(CSc1ncnc2sc(-c3ccccc3)cc12)NC1CCS(=O)(=O)C1 (stereo not drawn)	3	-14	-10	-21	-12	3	-4	-3	-2	-6	-6
CN1CCN(c2ccncc2S(=O)(=O)N2CCCC2)CC1	-1	-9	1	-13	-13	9	-2	-8	2	10	3
Cc1ccc(S(=O)(=O)NCCC(=O)NNC(=O)c2ccccc2Cl)cc1C	2	-6	19	8	-7	-22	-9	23	-4	-14	-1
CCC1CC(C(=O)Nc2ccccc2)C(=O)O1 (stereo not drawn)	-4	9	-6	-14	-3	-8	15	2	-6	2	-3
C=CCOc1ccc2c(c1)C(=NO)c1cc(OCC=C)ccc1-2	-9	13	-5	-45	3	-5	3	8	-37	-1	3
COc1ccccc1C(=O)N1CCN=C1c1ccccc1	2	1	-14	17	8	-5	15	-17	-21	-2	9
CCOC(=O)CC1C(=O)NCCN1Cc1cccc(C(F)(F)F)c1 (stereo not drawn)	-3	-3	11	-10	13	-6	-3	9	18	1	0
O=C(c1ccccc1NS(=O)(=O)c1ccccc1[N+](=O)[O-])N1CCCC1	0	-31	8	-12	9	-27	-8	1	3	-14	-21
O=C(Cn1cnc2sc3c(c2c1=O)CCCC3)NCC(=O)Nc1ccc(F)cc1F	1	-6	-8	16	-40	-17	21	25	-17	-32	2
C(=Nc1ccc(Nc2ccccc2)cc1)c1ccc2ccccc2c1	7	0	20	x	-3	-6	7	4	-33	-17	x
O=Cc1cnc2ccccc2c1-c1ccccc1	1	15	-13	21	21	-3	4	-7	0	10	8

# The list goes on.
Structure	LMP1 NFkB inh	KKLEB tox	CF NFkB block	SRC2 inh	TROY NFkB inh	SRC1 inh	NCOA3 inh	TRAIL sens C8	LRH-1 inv ag	TWEAK-Fn14 inh	COUP-TFII inh
CC(=O)c1ccccc1OCCCN1CCCCC1	-6	-5	2	-4	31	-14	15	12	-14	4	1
CCc1ccc(OCC(=O)NC(NC(=S)Nc2ccc(Cl)cc2)C(Cl)(Cl)Cl)cc1 (stereo not drawn)	2	-16	27	-5	46	9	55	23	-16	72*	0
COc1ccnc(N=CNOCc2ccc(Cl)cc2)c1C#N	-3	-10	-9	-5	-2	-2	7	-12	-10	-52	-3
Cc1cc2ccccc2n1CCNC(=O)c1ccc(Br)o1	-5	4	7	-11	7	-78	-55	7	-47	8	-42
Cc1ccc(CNC(=O)CNC(=O)c2ccc(Br)o2)cc1	6	-11	-2	-11	7	-2	15	-4	5	-4	-4
O=c1oc2ccccc2nc1/C=C(\O)c1ccc(Br)cc1	-1	4	2	x	-23	-25	-9	4	7	-6	x
CC1(Cc2ccc(OC(F)(F)F)cc2)C(=O)Nc2c(Cl)ccc(Cl)c21 (stereo not drawn)	x	-11	0	-28	-12	-4	11	-4	-11	-8	9
O=C(CSc1ncccc1C(=O)O)c1ccccc1F	-1	15	-8	4	-27	-21	16	-4	-11	12	-7
Cc1cc(=O)oc2cc(OCC(=O)NCc3cccnc3)ccc12	-3	-6	12	5	2	10	-19	-4	2	-5	7
Cc1ccc(NC(=O)OCC(F)(F)C(F)F)cc1NC(=O)OCC(F)(F)C(F)F	4	2	8	-15	-20	-8	18	21	-1	-18	11
COC(=O)[C@H](CCSC)NC(=O)[C@@H](Cc1cnc[nH]1)NC(=O)OCc1ccccc1	3	12	-12	-16	5	-1	-1	-16	7	7	-6
C=CCOc1cccc(CNn2nnnc2N)c1	3	2	2	-21	0	-31	-11	0	16	-16	4
CCOc1ccc2nc(NC(NC(=O)CC)(C(=O)OC)C(F)(F)F)sc2c1 (stereo not drawn)	2	7	5	10	-6	3	5	2	8	-32	9
N#Cc1c(N)nc2c(c1-c1ccc(F)cc1)c(=O)nc1sccn12	7	-6	-9	0	-10	2	-3	2	-2	-22	-3
COc1ccc(C(=O)NNC(=O)Cn2nnc(-c3ccc(OC)c(OC)c3)n2)cc1	-2	14	-11	7	9	-7	-2	-3	6	1	0
Cc1cccc(C2=NN(c3ccc(Br)cc3)[C@@H](C(=O)N3CCOC3=O)[C@@H]2C)c1	-11	-8	-10	8	-10	-28	-7	0	8	2	4
Cc1ccc(Nc2ccc([N+](=O)[O-])ccc2=O)cc1	-21	-2	-4	-15	-20	-3	5	4	-6	-5	4
CSc1ccc(S(=O)(=O)NCC(=O)OCC(=O)NCCc2ccccc2)cc1[N+](=O)[O-]	-3	18	-19	5	-8	13	-32	-4	3	2	-4
Fc1ccc(NC(=S)NC23CN4CN(CN(C4)C2)C3)cc1	-10	4	8	-4	-7	-34	0	3	-3	-10	24
COCCn1c(CCC(=O)O)ccc1-c1cccs1	0	-5	1	8	-20	8	3	2	-10	-9	-8
CCC(C(=O)NCc1ccco1)n1nc(C)n2c(cc3occc32)c1=O (stereo not drawn)	-7	13	7	-7	-14	-7	-30	3	1	13	-11
Cc1cc(NC(=O)c2cc(-c3ccc4c(c3)OCO4)on2)n(-c2ccccc2)n1	-17	-6	-3	-12	-4	19	25	9	8	-32	-8
Cc1nn(-c2ccccc2)c(=S)c2ccccc12	16	-2	-2	18	-3	-8	10	-6	15	6	28
Nc1ccc[n+](CC(=O)c2ccccc2)c1	-2	-2	2	11	-16	1	-21	-16	0	1	19
COc1cc(OC)c(C(=O)O/N=C(\N)c2ccc(C)cc2)cc1OC	-8	12	-22	-16	-27	-16	-15	3	-14	-47	-35

# Going on with the list:
Structure	LMP1 NFkB inh	KKLEB tox	CF NFkB block	SRC2 inh	TROY NFkB inh	SRC1 inh	NCOA3 inh	TRAIL sens C8	LRH-1 inv ag	TWEAK-Fn14 inh	COUP-TFII inh
Cc1ccc(C)c(C(=O)Nc2ccncc2)c1	3	2	15	5	26	7	-13	6	9	18	-2
CCNC(=O)NC(=O)CSc1nnc(-c2c[nH]c3ccccc23)o1	-5	1	-14	5	2	3	2	-10	7	-6	-17
COc1ccc(/C=N/OC/C(O)=C(\C#N)c2nc3ccccc3[nH]2)cc1	1	-23	19	-15	18	-9	-11	12	-7	-15	1
C[C@H](NC(=O)c1nc[nH]c1C(=O)NCc1ccc(CNC(=O)OC(C)(C)C)cc1)C(=O)OCc1ccccc1	5	3	2	-18	57*	3	-12	-1	2	-1	0
N#Cc1ccccc1CN1C(=O)S/C(=C/c2cccn2-c2ccc(C(=O)O)cc2)C1=O	-2	11	35	-18	30	3	4	-13	14	0	-4
O=C(c1ccc(F)cc1)N1CCN(Cc2ccccc2Br)CC1	-1	1	19	8	-19	-14	-4	-7	10	0	0
COC(=O)CSc1ccc(-c2nc3ccc(C)cc3[nH]2)cn1	-1	12	-10	-20	-3	-24	-34	10	-25	2	-2
CC(NC(=S)NC1CCCCC1)c1ccc(C(C)(C)C)cc1 (stereo not drawn)	0	21	45	11	29	9	7	7	5	24	18
Nc1ccc2nc(N3CCOCC3)sc2c1	-15	4	-8	0	2	-53	-48	1	-71	8	-22
CCCCn1c(N)c(N(CC)C(=O)c2ccc(N(C)S(=O)(=O)c3ccc(C)cc3)cc2)c(=O)[nH]c1=O	-1	-7	-8	-17	7	-3	5	7	23	11	-3
O=C(CN(c1ccccn1)S(=O)(=O)c1ccccc1)Nc1ccccc1	-1	5	0	8	-7	0	3	0	-9	-4	12
O=C(CCC(=O)N1CCN(S(=O)(=O)c2ccccc2)CC1)c1ccc(Br)cc1	-5	0	-1	11	13	9	-16	3	-5	-3	12
CCc1ccccc1N(C1=NCCCS1)S(=O)(=O)c1ccc(C(C)(C)C)cc1	-10	2	8	10	7	11	23	11	8	9	4
O=C(O)C1C2C=CC(C2)C1C(=O)NCCCn1ccnc1 (stereo not drawn)	1	8	10	-8	-2	-4	0	-5	14	-4	-3
Cc1ccc(N2C(S)=C(C#N)C(=O)NC23CCCCC3)cc1	4	-1	-50	-11	-40	6	10	1	1	-16	1
O=C1/C(=C/c2cccnc2)SC(=S)N1NS(=O)(=O)c1ccccc1	5	-10	18	-32	-19	-4	-11	0	-5	1	-2
CCCc1cc(=O)[nH]c(SCC(=O)Nc2sc3c(c2C#N)CCC(C)C3)n1 (stereo not drawn)	-2	8	4	-31	28	-58	-10	-1	-19	-7	-19
COc1ccc(C2(CNC(C)=O)CCCC2)cc1OC	6	7	8	8	17	7	0	-4	2	5	-4
O=C(COC(=O)/C=C/c1ccccc1[N+](=O)[O-])Nc1ccc(OCc2ccccc2)cc1	-6	-12	17	-27	-32	-112	-40	11	-33	-28	-6
CC(C)C[C@H]1CNC(=O)C(=O)N1C[C@@H]1CCCN1C[C@H](CC(C)C)N1C[C@H](Cc2ccccc2)N(CCc2ccccc2)C(=O)C1=O	x	x	x	9	1	x	x	23	7	19	4
